# Compound activity (PubChem BioAssay)
# EBI2 antag: blocks human EBI2 receptor beta-arrestin signaling | P32249 | EBI2 beta-arrestin recruitment, luminescence, 7a,25-OHC stimulated | inhibition, % at 5 µM | 360,000 compounds, 0.81% hits | AID 651636; in the data active = inhibition above about 38%;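 also: enzyme fragment complementation signal reports receptor beta-arrestin coupling in cells; 0% = agonist plus DMSO wells and 100% = wells without agonist; some results beyond the cut were filed as inactive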
# Target sequence (P32249 whole entry, looked up, the tested form may be a part): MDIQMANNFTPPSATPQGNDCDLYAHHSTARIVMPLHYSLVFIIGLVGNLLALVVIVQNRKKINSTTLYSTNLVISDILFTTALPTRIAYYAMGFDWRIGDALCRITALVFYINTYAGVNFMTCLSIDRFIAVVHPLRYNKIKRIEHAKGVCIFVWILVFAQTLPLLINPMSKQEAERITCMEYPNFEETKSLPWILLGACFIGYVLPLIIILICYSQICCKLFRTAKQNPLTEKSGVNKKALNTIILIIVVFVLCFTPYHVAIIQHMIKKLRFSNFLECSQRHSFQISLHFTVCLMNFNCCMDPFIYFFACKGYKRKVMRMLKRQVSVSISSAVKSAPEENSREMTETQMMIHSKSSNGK
# Jurkat NFkB inh: lowers PMA/ionomycin-induced NF-kB signal in Jurkat cells | PMA/ionomycin-induced NF-kB luciferase reporter, luminescence | inhibition, % at 4 µM | 330,000 compounds, 0.53% hits | AID 435003; in the data active = inhibition above about 50%
# 697 NFkB inh: inhibitors of the PMA/ionomycin-induced NF-kB reporter in 697 B cells. inhibition, % at 4 µM. 330,000 compounds, 0.33% hits. 697 B-cell NF-kB luciferase reporter, 16 h; in the data active = inhibition above about 35%
# CXCR6 block: inhibitors of human CXCR6 receptor; CHO-K1 PathHunter CXCR6 beta-arrestin, luminescence; inhibition, % at 20 µM; 360,000 compounds, 0.36% hits; AID 602244; in the data active = inhibition above about 34%, passing the limit was not always enough;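 also: antagonist mode with CXCL16 agonist at 10 nM final; 0% = 10 nM CXCL16 with DMSO and 100% = unstimulated wells without agonist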
# Target sequence (O00574 whole entry, looked up): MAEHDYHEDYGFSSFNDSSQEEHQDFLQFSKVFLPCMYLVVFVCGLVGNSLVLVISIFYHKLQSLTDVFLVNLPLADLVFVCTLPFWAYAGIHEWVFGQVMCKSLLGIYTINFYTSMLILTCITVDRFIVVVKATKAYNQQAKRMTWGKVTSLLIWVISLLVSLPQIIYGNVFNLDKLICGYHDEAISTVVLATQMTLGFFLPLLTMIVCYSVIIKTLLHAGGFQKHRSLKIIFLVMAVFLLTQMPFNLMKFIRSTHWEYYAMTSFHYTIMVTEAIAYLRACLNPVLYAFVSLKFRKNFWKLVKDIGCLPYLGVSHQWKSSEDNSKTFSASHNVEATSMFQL
# CCR6 antag: antagonists of human CCR6 receptor; inhibition, % at 20 µM; P51684; AID 493098; CHO-K1 CCR6 PathHunter beta-arrestin, luminescence, CCL20-stimulated; 340,000 compounds, 0.49% hits;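 active = compounds whose inhibition of the agonist-driven luminescence signal at 20 µM reaches about 50%, limit read from the data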;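 also: cells stimulated with CCL20 at 14 nM final; plate controls were DMSO with CCL20 for no effect and DMSO without agonist for full effect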
# UBC13 inh: blocks human UBC13 polyubiquitin chain formation. P61088. TR-FRET. inhibition, % at 20 µM. 330,000 compounds, 0.47% hits. AID 485273; in the data active = inhibition above about 45%, passing the limit was not always enough
# Gli-Sufu antag: blocks Gli-Sufu signaling in a luciferase reporter; Sufu-KO-LIGHT fibroblasts, Gli luciferase reporter luminescence; inhibition, % at 5 µM; 340,000 compounds, 0.74% hits; AID 588413;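 active = inhibition above about 55%, limit read from the data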;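 also: 0% = DMSO-treated cells and 100% = wells with medium but no cells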
# APJ antag: APJ receptor antagonism; inhibition, % at 20 µM; P35414; CHO-K1 APJ beta-arrestin complementation, luminescence; 330,000 compounds, 0.32% hits;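 active = inhibition above about 40% at 20 µM, limit read from the data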;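 also: cells challenged with 10 nM apelin-13 agonist together with compound; plate controls were apelin-13 plus DMSO wells for no effect and DMSO wells lacking apelin-13 for full effect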
# Target sequence (P35414 whole entry, looked up): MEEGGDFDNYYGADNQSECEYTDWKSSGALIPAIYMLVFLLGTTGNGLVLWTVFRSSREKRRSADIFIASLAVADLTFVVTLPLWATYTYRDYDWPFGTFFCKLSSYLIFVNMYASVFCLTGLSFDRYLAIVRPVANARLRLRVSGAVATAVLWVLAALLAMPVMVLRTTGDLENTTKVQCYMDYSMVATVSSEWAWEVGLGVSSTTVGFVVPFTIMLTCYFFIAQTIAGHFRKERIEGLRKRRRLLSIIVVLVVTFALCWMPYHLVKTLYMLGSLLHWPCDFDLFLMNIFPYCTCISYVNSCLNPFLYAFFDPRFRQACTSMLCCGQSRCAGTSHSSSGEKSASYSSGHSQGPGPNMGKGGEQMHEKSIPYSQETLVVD
# Starred values were filed as active, the others as inactive; i = inactive; . = not tested or not shown. Hits appear at their usual frequency. Share with any hit: about 3%.
# The first 3 compounds (preview)
1. Cc1cc(C(=O)CN2CC(C)OC(C)C2)c(C)n1-c1ccccc1 (stereo unspecified)
2. O=C(O)COc1ccc(-c2nc(-c3ccccc3)c(-c3ccccc3)[nH]2)cc1
3. O=C(COC(=O)c1ccc(Br)o1)NCCCc1ccccc1
Compound	1	2	3
EBI2 antag	-3	-1	-3
Jurkat NFkB inh	-11	-5	-5
697 NFkB inh	-11	15	-12
CXCR6 block	1	-12	-7
CCR6 antag	7	5	5
UBC13 inh	2	-3	2
Gli-Sufu antag	-12	1	-13
APJ antag	-40	14	13

# The whole of this part, repeating the preview:
1. Cc1cc(C(=O)CN2CC(C)OC(C)C2)c(C)n1-c1ccccc1 (stereo unspecified)
2. O=C(O)COc1ccc(-c2nc(-c3ccccc3)c(-c3ccccc3)[nH]2)cc1
3. O=C(COC(=O)c1ccc(Br)o1)NCCCc1ccccc1
4. CCCCCCCSc1nnc(N)s1
5. CCN(C(=O)CN1CCN(Cc2ccccc2)CC1)c1c(N)n(Cc2ccccc2)c(=O)[nH]c1=O
6. CCCN(C(=O)Cc1coc2cc(OC)ccc12)C1CCS(=O)(=O)C1 (stereo unspecified)
7. CCc1ccc(OCC(=O)Nc2ccc(CN3CCCCC3)cc2)cc1
8. CS(=O)(=O)Nc1ccc(Oc2ncccn2)cc1
Compound	1	2	3	4	5	6	7	8
EBI2 antag	-3	-1	-3	-17	0	6	-6	-5
Jurkat NFkB inh	-11	-5	-5	4	-16	1	-5	-2
697 NFkB inh	-11	15	-12	-6	3	13	1	22
CXCR6 block	1	-12	-7	-3	0	3	2	-1
CCR6 antag	7	5	5	1	6	-5	19	4
UBC13 inh	2	-3	2	6	0	13	17	1
Gli-Sufu antag	-12	1	-13	-1	1	10	4	0
APJ antag	-40	14	13	-8	8	4	9	11

9. CCCc1nn(C)c(C(=O)Nc2ccc(C(C)(C)C)cc2)c1Cl
10. CC(C)CCOc1ccc(C2CC(=O)N(C)C2=O)cc1 (stereo unspecified)
11. COc1cc(OC)c(C(=O)NNC(=O)c2ccc(NS(=O)(=O)c3cccs3)cc2)cc1OC
12. Cc1ccc(S(=O)(=O)N(C)C)cc1NC(=O)COC(=O)C1CCN(S(=O)(=O)c2cccs2)CC1
13. COc1ccc(-c2cc3ccc(O)cc3oc2=O)cc1OC
14. CCOC(=O)c1c(CN2CCOCC2)oc2ccc(OC(C)=O)cc12
15. CN(CC(=O)Nc1ccc(F)cc1)C(=O)COC(=O)c1ccccc1
16. CCC1C(=O)N=C(SCC(=O)Nc2ccc(S(N)(=O)=O)cc2)NC1=O (stereo unspecified)
Compound	9	10	11	12	13	14	15	16
EBI2 antag	20	-2	-12	6	-5	-20	2	-1
Jurkat NFkB inh	-46	-4	.	8	4	-2	-2	-10
697 NFkB inh	-7	1	.	4	-16	-3	16	3
CXCR6 block	2	-5	-3	6	-29	4	-10	4
CCR6 antag	17	6	5	10	-16	7	-1	2
UBC13 inh	4	2	.	1	10	4	7	7
Gli-Sufu antag	1	-17	-7	2	0	11	0	-11
APJ antag	-7	-7	.	2	-15	8	4	-4

# Complete entries, quoted from the list. Order of values: EBI2 antag | Jurkat NFkB inh | 697 NFkB inh | CXCR6 block | CCR6 antag | UBC13 inh | Gli-Sufu antag | APJ antag
# Profile of `CCCCCCCSc1nnc(N)s1` = -17 | 4 | -6 | -3 | 1 | 6 | -1 | -8
# Profile of `CCCN(C(=O)Cc1coc2cc(OC)ccc12)C1CCS(=O)(=O)C1` (stereo unspecified) = 6 | 1 | 13 | 3 | -5 | 13 | 10 | 4

# (list continues)
17. CCOc1ccccc1NC(=O)CC1Nc2ccccc2NC1=O (stereo unspecified)
18. CCN(CC)Cc1ccccn1
19. COc1ccc(C(=O)N2CCN=C2SC)cc1
20. Nc1ccc(CSc2ccc(Cl)cc2)c(Cl)c1
21. Cc1ccc2[nH]c(C)c(/C=C/c3cc[n+](C)cc3)c2c1
22. CCOC(=O)c1[nH]c(C)c(C(=O)NC2CCN(C(=O)OCC)CC2)c1C
23. COc1ccc(-c2cc(C(=O)NCc3cccnc3)no2)cc1
24. O=C(C1CCN(S(=O)(=O)c2ccc(Br)s2)CC1)N1CCN(c2ccccc2)CC1
Compound	17	18	19	20	21	22	23	24
EBI2 antag	5	-11	0	15	11	-1	-5	23
Jurkat NFkB inh	-2	-5	-29	.	41	-12	-37	4
697 NFkB inh	4	-4	-2	.	-17	15	-37	7
CXCR6 block	0	-6	-8	-4	9	-1	1	2
CCR6 antag	13	-1	-3	5	-1	5	14	17
UBC13 inh	-9	3	-12	.	i	8	-4	7
Gli-Sufu antag	-6	3	23	-101	20	34	-19	-1
APJ antag	9	8	-12	.	2	15	5	16

# Two of these compounds, set out differently.
no. | Molecule | EBI2 antag | Jurkat NFkB inh | 697 NFkB inh | CXCR6 block | CCR6 antag | UBC13 inh | Gli-Sufu antag | APJ antag
23 | COc1ccc(-c2cc(C(=O)NCc3cccnc3)no2)cc1 | -5 | -37 | -37 | 1 | 14 | -4 | -19 | 5
24 | O=C(C1CCN(S(=O)(=O)c2ccc(Br)s2)CC1)N1CCN(c2ccccc2)CC1 | 23 | 4 | 7 | 2 | 17 | 7 | -1 | 16

# (further entries)
25. COc1ccccc1-c1nc(C#N)c(N2CCCCCC2)o1
26. Cc1ccccc1NC(=O)CCC(=O)N/N=C/c1ccc(F)cc1
27. NC(=O)c1ccsc1NC(=O)CSc1ncnc2sccc12
28. Cc1onc(-c2ccccc2)c1C(=O)N/N=C/c1cccc(O)c1
29. CCOc1ccc(S(=O)(=O)N2CCN(C(=O)C3CC3C)CC2)cc1 (stereo unspecified)
30. C=C(C)COc1ccc(-c2[nH]ncc2-c2ccccc2)c(O)c1
31. CCOc1ccc2nc(N(CCN(C)C)C(=O)c3ccc4c(c3)CCCC4)sc2c1
32. CC(=O)NCCOC(=O)Nc1cccnc1
Compound	25	26	27	28	29	30	31	32
EBI2 antag	3	6	-2	-9	-1	19	2	-1
Jurkat NFkB inh	-15	-5	1	-1	9	-3	-16	6
697 NFkB inh	-18	-17	-3	-7	1	-9	-15	-14
CXCR6 block	2	0	1	7	7	-5	4	4
CCR6 antag	10	16	1	4	3	-5	17	0
UBC13 inh	0	-7	-1	-10	0	15	3	-3
Gli-Sufu antag	-2	-7	-1	-4	-16	5	23	4
APJ antag	-2	-8	-11	-19	0	-6	13	-20

33. COc1cc(NC(=O)c2noc3c2CCC3)c(OC)cc1Cl
34. CN(C)c1cccc(C(=O)NC2CCCCCC2)c1
35. Cc1ccnc2nc(C(=O)OCC(=O)N(CC(C)C)CC(C)C)nn12
36. COc1cccc2oc(-c3ccco3)cc(=O)c12
37. CCOC(=O)c1c(C)n(C)c2ccc(OCC(O)CN3CCC(C)CC3)cc12 (stereo unspecified)
38. CCN(CC)CCNC(=O)C12CC3CC(C)(CC(C)(C3)C1)C2
39. Cn1c(=O)c(Oc2ccc(F)cc2)c(O)c2ccccc21
40. COc1ccc(NS(=O)(=O)c2ccc3oc(Nc4ccc5c(c4)OCCO5)nc3c2)cc1
Compound	33	34	35	36	37	38	39	40
EBI2 antag	5	9	1	-1	-4	-8	-4	-8
Jurkat NFkB inh	-4	-44	-16	-20	-10	-4	3	-32
697 NFkB inh	3	-108	6	-206	7	-4	19	-47
CXCR6 block	-12	-4	-4	-4	0	7	-2	-7
CCR6 antag	10	3	-9	-1	5	-9	-3	-2
UBC13 inh	0	-8	2	-7	0	-2	11	-3
Gli-Sufu antag	8	-50	-18	-23	4	42	-5	-8
APJ antag	3	-4	-18	2	-2	11	4	-23

41. CCOC(=O)N1CCN(CC(=O)Nc2sccc2C#N)CC1
42. O=C(Cc1ccccc1)N/N=C/c1cc(Br)cs1
43. CN1CCN(CCCNC(=O)CCC(=O)N2CCOc3ccccc32)CC1
44. Cc1ccc(NC(=O)c2cccnc2)c([N+](=O)[O-])c1
45. CC(C)N1CCC(N2CCN(CC#Cc3ccccc3)CC2CCO)CC1 (stereo unspecified)
46. Cc1cccc(N2CCN(C(=O)NC(C)c3ccc(F)c(F)c3)CC2)c1C (stereo unspecified)
47. COc1ccc(NC(=O)NC23CC4(C)CC(C)(CC(C)(C4)C2)C3)cc1
48. Cc1cc(NC(=O)COc2ccc3oc4ccccc4c3c2)no1
Compound	41	42	43	44	45	46	47	48
EBI2 antag	-5	-1	4	-9	-3	16	20	1
Jurkat NFkB inh	3	-22	3	16	-12	15	12	-15
697 NFkB inh	-10	-22	-14	-21	4	10	4	27
CXCR6 block	1	-11	-5	-10	-9	5	5	-3
CCR6 antag	-1	8	1	-2	12	-6	-7	-8
UBC13 inh	1	-6	5	-5	0	5	-8	-2
Gli-Sufu antag	-8	5	-4	-4	10	20	-6	1
APJ antag	5	-13	3	-20	18	20	-8	2

49. COCCCNC(=S)NNC(=S)Nc1cccc(Cl)c1
50. O=C(Nc1cc(S(=O)(=O)N2CCOCC2)ccc1N1CCOCC1)c1ccccc1Cl
51. N#Cc1ccccc1CSc1nc(N)cc(N)n1
52. O=C(CNC(=O)Cc1ccccc1)NCC(=O)OCC(=O)c1ccccc1Cl
53. COc1nc2ccccc2nc1N1CCN(Cc2ccc3c(c2)OCO3)CC1
54. Cc1ccc(CN2CCSc3ccc(C(=O)N4CCOCC4)cc32)cc1
55. CCOCCCNC(=O)CCS(=O)(=O)Cc1ccc(C)cc1
56. O=C(CSc1n[nH]c(=O)n1C1CC1)Nc1cc(Cl)ccc1Oc1ccccc1
Compound	49	50	51	52	53	54	55	56
EBI2 antag	3	-1	-7	-10	2	-4	-12	-9
Jurkat NFkB inh	-6	0	-10	-5	16	5	10	-1
697 NFkB inh	-12	6	-6	13	3	2	10	-14
CXCR6 block	7	-1	0	0	2	-6	-6	-11
CCR6 antag	9	2	-4	16	5	7	16	-5
UBC13 inh	-4	-2	-6	12	12	15	2	14
Gli-Sufu antag	4	8	-12	-2	6	4	2	12
APJ antag	13	14	3	7	-4	22	-15	-16

57. COC(=O)CNC(=O)C12CC3(C)CC(C)(CC(C)(C3)C1)C2
58. CC(C)CN(CC(C)C)S(=O)(=O)N1CCC(C(=O)NCCN2CCOCC2)CC1
59. CC(=O)c1ccc(-c2ccccc2[C@H]2[C@H]3C=CC[C@@H](C)[C@@H]3C(=O)N2Cc2ccccc2)cc1
60. C=CCC[C@@H](Cc1ccc(F)cc1)C(=O)OC[C@H](Cc1c[nH]c2ccccc12)NC(=O)[C@@H](CC=C)CC(=O)NCCO
61. C/C=C/C(=O)OCC(=O)Nc1c(Cl)cccc1Cl
62. Cc1ccc(S(=O)(=O)Nc2ccccc2C(N)=O)cc1
63. Cc1ccc(S(=O)(=O)N2CCN(c3c([N+](=O)[O-])cc(C(F)(F)F)cc3[N+](=O)[O-])CC2)cc1
64. COc1cccc(-c2ccc(SCC(=O)NC3CCCCC3)nn2)c1
Compound	57	58	59	60	61	62	63	64
EBI2 antag	-15	-4	.	1	-1	-1	6	-5
Jurkat NFkB inh	1	6	11	-12	-11	3	17	-13
697 NFkB inh	-13	-3	-33	18	15	21	18	2
CXCR6 block	2	-1	.	-10	-8	-1	3	0
CCR6 antag	14	-1	.	3	-10	2	17	15
UBC13 inh	-6	2	-2	27	6	12	1	8
Gli-Sufu antag	-2	-1	.	10	-1	-3	6	-2
APJ antag	2	7	9	-3	-3	16	-12	5

# Individual results from the list.
# entry 62 | Jurkat NFkB inh: 3
# entry 59 | APJ antag: 9
# entry 57 | APJ antag: 2
# entry 60 | EBI2 antag: 1

# Going on with the list.
65. COc1ccc(NC(=O)c2cc(OC)c(OC)cc2OC)c(S(=O)(=O)N2CCOCC2)c1
66. CC(C)(C)OC(=O)N/N=C/c1ccc(Br)cc1
67. CCOc1cc(C(=O)N2CCN(c3ccc(C(C)=O)cc3)CC2)cc(OCC)c1OCC
68. Cc1ccc(S(=O)(=O)NCC(=O)OC(C)C(=O)NCc2ccc3c(c2)OCO3)cc1 (stereo unspecified)
69. O=C(CNC(=O)c1ccc(OC(F)F)cc1)NCC1CCCO1 (stereo unspecified)
70. O=C(COC(=O)C12CC3CC(CC(C3)C1)C2)NCc1ccccc1
Compound	65	66	67	68	69	70
EBI2 antag	2	-1	-15	-13	-21	4
Jurkat NFkB inh	-16	-132	-14	.	-3	10
697 NFkB inh	9	-126	13	.	7	2
CXCR6 block	-2	2	4	-3	-4	4
CCR6 antag	9	7	5	14	-1	9
UBC13 inh	-7	-10	-1	.	3	12
Gli-Sufu antag	1	-80	2	-13	45	-1
APJ antag	1	-10	-8	.	4	-3
